Source: PubChem (Sanford-Burnham Center for Chemical Genomics)
Gli-Sufu block: antagonists of Gli-Sufu signaling; Sufu-KO-LIGHT fibroblasts, Gli luciferase reporter luminescence; inhibition, % at 5 µM; 340,000 tested, 0.74% active;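 active means inhibition above about 55%, limit read from the data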;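 further: 0% = DMSO-treated cells and 100% = wells with medium but no cells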
Jurkat NFkB inh: inhibitors of the PMA/ionomycin-induced NF-kB reporter in Jurkat cells; inhibition, % at 4 µM; PMA/ionomycin-induced NF-kB luciferase reporter, luminescence; 330,000 tested, 0.53% active; in the data active means inhibition above about 50%
CCR6 antag: CCR6 (human) receptor antagonism; P51684; CHO-K1 CCR6 PathHunter beta-arrestin, luminescence, CCL20-stimulated; inhibition, % at 20 µM; 340,000 tested, 0.49% active; AID 493098;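 active means compounds whose inhibition of the agonist-driven luminescence signal at 20 µM reaches about 50%, limit read from the data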;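 further: cells stimulated with CCL20 at 14 nM final; plate controls were DMSO with CCL20 for no effect and DMSO without agonist for full effect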
Target sequence (P51684 whole entry, looked up): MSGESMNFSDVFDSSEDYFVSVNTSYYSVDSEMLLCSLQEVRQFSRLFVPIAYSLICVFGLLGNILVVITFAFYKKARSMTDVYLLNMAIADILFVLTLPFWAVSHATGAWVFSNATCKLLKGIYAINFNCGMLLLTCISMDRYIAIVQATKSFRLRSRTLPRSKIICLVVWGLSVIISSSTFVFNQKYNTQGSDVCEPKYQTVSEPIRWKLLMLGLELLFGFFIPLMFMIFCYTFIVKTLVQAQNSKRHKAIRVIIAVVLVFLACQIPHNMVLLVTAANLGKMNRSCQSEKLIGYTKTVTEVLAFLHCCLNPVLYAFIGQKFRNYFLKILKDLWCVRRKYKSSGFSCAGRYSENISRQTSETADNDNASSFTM
APJ antag: antagonists of human APJ apelin receptor. AID 2521. CHO-K1 APJ beta-arrestin complementation, luminescence. inhibition, % at 20 µM. P35414. 330,000 tested, 0.32% active;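 active means inhibition above about 40% at 20 µM, limit read from the data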;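 further: cells challenged with 10 nM apelin-13 agonist together with compound; plate controls were apelin-13 plus DMSO wells for no effect and DMSO wells lacking apelin-13 for full effect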
UBC13 polyUb: inhibitors of human UBC13 polyubiquitin chain formation; P61088; TR-FRET; inhibition, % at 20 µM; 330,000 tested, 0.47% active; AID 485273; in the data active means inhibition above about 45%, passing the limit was not always enough; inconclusive means no clear call, values can overlap the other calls
Target sequence (P61088 whole entry, looked up): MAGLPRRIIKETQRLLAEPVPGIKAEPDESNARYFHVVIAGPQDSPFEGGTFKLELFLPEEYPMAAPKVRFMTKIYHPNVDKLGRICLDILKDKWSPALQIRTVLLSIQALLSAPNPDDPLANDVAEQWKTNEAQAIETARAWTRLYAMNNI
EBI2 block: EBI2 (human) antagonism; P32249; EBI2 beta-arrestin recruitment, luminescence, 7a,25-OHC stimulated; inhibition, % at 5 µM; 360,000 tested, 0.81% active; AID 651636; in the data active means inhibition above about 38%;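 further: enzyme fragment complementation signal reports receptor beta-arrestin coupling in cells; 0% = agonist plus DMSO wells and 100% = wells without agonist; some results beyond the cut were filed as inactive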
Target sequence (P32249 whole entry, looked up, the tested form may be a part): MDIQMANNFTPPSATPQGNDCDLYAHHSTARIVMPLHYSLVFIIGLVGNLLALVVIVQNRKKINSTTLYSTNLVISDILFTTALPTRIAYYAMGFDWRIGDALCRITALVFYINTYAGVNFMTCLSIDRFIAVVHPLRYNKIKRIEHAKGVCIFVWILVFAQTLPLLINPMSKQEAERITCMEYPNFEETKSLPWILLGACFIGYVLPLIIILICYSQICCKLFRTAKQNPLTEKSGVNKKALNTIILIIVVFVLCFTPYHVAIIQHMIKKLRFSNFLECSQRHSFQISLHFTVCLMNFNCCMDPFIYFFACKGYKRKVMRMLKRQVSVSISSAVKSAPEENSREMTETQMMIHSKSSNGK
697 NFkB inh: lowers PMA/ionomycin-induced NF-kB signal in 697 B cells. 697 B-cell NF-kB luciferase reporter, 16 h. 330,000 tested, 0.33% active. AID 435022. inhibition, % at 4 µM; in the data active means inhibition above about 35%
CXCR6 inh: CXCR6 (human) receptor inhibition; O00574; CHO-K1 PathHunter CXCR6 beta-arrestin, luminescence; inhibition, % at 20 µM; 360,000 tested, 0.36% active; AID 602244; in the data active means inhibition above about 34%, passing the limit was not always enough;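 further: antagonist mode with CXCL16 agonist at 10 nM final; 0% = 10 nM CXCL16 with DMSO and 100% = unstimulated wells without agonist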
* marks the source's active call; other numbers are inactive results; ? = inconclusive; . = not tested or not shown.

SMILES	Gli-Sufu block	Jurkat NFkB inh	CCR6 antag	APJ antag	UBC13 polyUb	EBI2 block	697 NFkB inh	CXCR6 inh
CCN1CCS/C1=C/C=C/C1=[N+](CC)CCS1	81.6*	.	17.6	.	.	-2.0	.	16.4
Cc1ccc2nsnc2c1NC(=O)c1ccc2c(c1)OCCO2	0.6	4.6	-2.0	11.4	-1.1	-7.2	5.1	-6.9
O=C(CSc1ccccc1)Nc1ccc(NC(=O)c2ccco2)cc1	-21.9	-24.5	4.8	9.2	-6.0	-6.7	-1.2	-2.9
COc1ccc(S(=O)(=O)Nc2cccc(S(=O)(=O)N3CCCC3)c2)cc1OC	-6.0	11.0	10.1	-43.7	0.6	-8.0	-2.2	4.1
O=C(OCc1nc2ccccc2[nH]1)C12CC3CC(CC(C3)C1)C2	5.4	-5.0	11.4	-12.9	-4.3	20.0	17.8	-0.5
COC(=O)C(O)(NC(=O)NC(C)=O)C(F)(F)F (stereo unspecified)	-0.8	-3.0	-3.0	7.8	6.6	-1.0	-7.4	8.3
Cc1ccc(NC(=S)Nc2cccc(-c3n[nH]c(=S)o3)c2)cc1	-25.6	-25.3	7.2	-12.7	-7.0	15.7	-45.4	14.2
O=C(Nc1cccc(Cl)c1)c1cc2c(=O)n3ccccc3nc2s1	13.3	3.7	8.2	6.6	2.1	-0.5	10.4	1.5
O=C(CS(=O)(=O)Cc1ccccc1)NCc1ccccc1Cl	13.3	-2.5	2.9	-9.1	7.7	-15.3	-24.8	4.5
CN(C(=O)c1cc(C(=O)N(C)c2ccccc2)cc([N+](=O)[O-])c1)c1ccccc1	1.8	9.0	12.9	3.6	-1.0	-1.3	-5.1	-5.8
CCOC(=O)Cn1c(=O)oc2cc(S(=O)(=O)NCCC(C)C)ccc21	-13.2	1.2	18.7	12.8	-11.0	-6.0	13.6	-8.0
O=C(NC1(Cc2ccccc2)CCN(Cc2ccc(-c3ccccc3)cc2)C1=O)c1ccccc1 (stereo unspecified)	16.8	-0.7	10.3	-5.0	-31.5	-5.4	-9.9	2.3
COc1ccc(C(=O)C2CCCN(C(=O)c3ccnn3C)C2)c(C)c1 (stereo unspecified)	-0.1	2.3	-2.6	10.1	-8.4	-14.5	-13.5	0.3
O=C(CSc1cccc[n+]1[O-])Nc1ccc(Br)cc1Br	-41.4	-23.3	4.8	-0.6	0.5	-9.5	4.0	-1.9
COc1cccc(-c2cc(C(=O)NCc3ccc(Cl)cc3)no2)c1	-11.1	-2.3	9.1	12.6	1.3	32.0	6.2	-0.6
COc1ccc(-c2cc(C(=O)Nc3cc(C)n(Cc4ccc(Cl)cc4)n3)no2)cc1OC	5.2	47.1	-8.1	-0.3	13.5	11.6	33.3	-3.7
CCN(CC)S(=O)(=O)c1ccc(C)c(NC(=O)CN2C(=O)NC3(CCCC3)C2=O)c1	-28.1	10.0	3.6	4.5	5.1	6.0	7.5	8.7
CN(C)CCCN=Cc1c(-c2ccccc2)[nH]n(-c2nc3ccccc3s2)c1=O	0.7	13.4	23.7	10.3	15.2	-1.9	42.0*	-2.3
CN(C(=O)c1ccc2ccccc2c1)c1ccccn1	-2.9	-2.3	2.4	11.6	3.8	-7.4	9.9	0.7
CCc1ccc(Nc2n[n+](-c3ccccc3)c(-c3ccc(N(CC)CC)cc3)s2)cc1	19.2	-3.5	34.2	29.2	-51.9	10.1	-67.8	6.5
O=C(Cc1ccc([N+](=O)[O-])cc1)c1ccc(O)cc1O	-4.5	-16.0	-7.9	-13.5	2.7	-9.2	-5.2	3.2
O=C(NCCS(=O)(=O)N1CCN(c2ccccc2)CC1)c1ccccc1F	4.7	13.5	0.7	11.8	1.1	-6.7	5.4	-2.4
O=C(Nc1cccn(Cc2c(Cl)cccc2Cl)c1=O)C1CC1	-4.1	7.6	0.3	-7.6	5.1	-10.5	-8.1	1.0
COCCN1Cc2cccc(C(=O)NCCc3ccccc3)c2C1=O	-10.8	-14.2	10.0	17.8	-0.4	-3.7	3.6	7.3
CCOC(=O)C1CCN(Cc2cn[nH]c2-c2ccc(C)cc2)CC1	6.0	14.3	12.6	11.3	8.1	2.7	8.1	0.2
CCCCc1ccc(N2C(=NC(=O)C3CCCO3)SC3CS(=O)(=O)CC32)cc1 (stereo unspecified)	-6.8	11.3	8.8	12.6	-0.1	-3.3	-1.3	10.1
CN1CCN(C(=O)c2cc(COc3c(F)cccc3F)on2)CC1c1ccccc1 (stereo unspecified)	1.6	-13.6	7.4	-16.5	-2.9	0.7	-20.4	-2.7
COCCn1c(=O)c2c(nc3n2CCCN3CCc2ccc(OC)c(OC)c2)n(C)c1=O	22.5	-8.0	16.4	-7.6	0.6	-1.7	8.9	-1.6
CC(=O)Nc1sc(N/N=C\c2ccccc2F)nc1-c1cccs1	-5.9	2.9	50.4*	4.7	-21.4	-7.0	-60.3	11.1
N#CC1=C2C=CC=CN2CC1=O	-1.4	-9.5	3.0	-24.5	5.2	-11.6	2.7	0.8
Brc1ccc(-c2noc(COc3ccc4ccccc4c3)n2)o1	-2.8	9.3	17.0	-6.7	2.4	-1.6	9.6	-10.8
CN(C)C(=O)CSc1ccc(S(=O)(=O)N2CCCC2)cn1	-8.1	7.8	2.3	-26.2	3.9	-11.9	0.7	-8.4
Cc1ccccc1C(=O)NNC(=O)c1cc(N)cc([N+](=O)[O-])c1	-5.7	4.6	-6.1	-14.9	2.2	12.3	5.8	-0.3
CC(C#N)Sc1ccc(S(=O)(=O)N2CCCCC2)cn1 (stereo unspecified)	-24.5	-3.9	4.7	1.7	7.9	-0.6	9.7	-4.4
C=CCOC(=O)c1cn(CC)c2nc(C)ccc2c1=O	-3.5	2.6	1.4	-5.3	-8.1	-9.0	10.6	7.8
CC(=O)Oc1ccc2c(=O)c(-c3ccccc3)coc2c1	-66.5	-30.4	1.6	-18.5	0.1	-3.0	-78.3	0.6
COc1cc(CNCc2ccccc2C(F)(F)F)cc(OC)c1	10.9	16.3	-1.1	-3.4	10.9	6.5	15.2	-5.5
COc1ccc(-n2cnnc2SCc2ncc(-c3ccccc3)o2)cc1	11.6	-1.6	11.6	-6.9	1.7	-6.2	-1.4	3.8
O=C(CN1c2ccccc2S(=O)(=O)c2ccccc21)Nc1ccccc1F	2.5	19.6	11.4	-15.0	16.5	3.1	-8.1	0.7
NC(=O)CSc1nnc(C2CC2)n1Cc1ccccc1	2.5	1.9	5.0	19.7	-1.5	-9.7	15.1	-5.3
O=C(NC1CCCCC1)C(c1ccc2ncccc2c1)N(Cc1cccs1)C(=O)c1cccs1 (stereo unspecified)	0.7	9.4	20.8	-17.8	-3.4	0.4	13.1	11.4
NC(=O)CC(NC(=O)Cc1ccc(Cl)cc1)c1ccc(NC2CCCCC2)c([N+](=O)[O-])c1 (stereo unspecified)	0.2	33.4	14.6	23.8	-13.5	13.4	12.0	5.8
CCOC(=O)N1CCN(C(=O)/C=C/c2ccc3c(c2)OCO3)CC1	-10.0	7.0	6.1	-1.3	0.7	59.3*	10.2	-3.5
CC(=O)c1sc(C(C)(C)C)cc1NC(=O)c1ccccc1C(=O)O	24.3	-14.5	-2.9	-4.2	?	10.7	2.2	-2.5
Cc1cc(C)c(NC(=O)COC(=O)c2nc3nccc(C)n3n2)c(Cl)c1	-8.3	-7.9	10.9	0.1	12.5	-4.7	7.6	-1.9
O=C(O)Cc1c(-c2ccccc2Cl)c2cc(Br)ccc2[nH]c1=O	9.4	7.0	-9.9	17.3	?	5.0	13.1	-5.7
CCOC(=O)Cc1csc(NC(=O)CSc2nncn2C)n1	-2.6	3.1	-2.3	15.8	3.4	-9.1	26.5	-1.4
Cc1ccc(C)c(NC(=O)CC2Sc3ccccc3NC2=O)c1 (stereo unspecified)	17.2	.	4.2	.	.	-2.3	.	10.8

Sorted by number of heavy atoms (smallest number first): part of the list above
SMILES	Gli-Sufu block	Jurkat NFkB inh	CCR6 antag	APJ antag	UBC13 polyUb	EBI2 block	697 NFkB inh	CXCR6 inh
COc1cc(CNCc2ccccc2C(F)(F)F)cc(OC)c1	10.9	16.3	-1.1	-3.4	10.9	6.5	15.2	-5.5
CC(=O)c1sc(C(C)(C)C)cc1NC(=O)c1ccccc1C(=O)O	24.3	-14.5	-2.9	-4.2	?	10.7	2.2	-2.5
CCN(CC)S(=O)(=O)c1ccc(C)c(NC(=O)CN2C(=O)NC3(CCCC3)C2=O)c1	-28.1	10.0	3.6	4.5	5.1	6.0	7.5	8.7

Continued:
SMILES	Gli-Sufu block	Jurkat NFkB inh	CCR6 antag	APJ antag	UBC13 polyUb	EBI2 block	697 NFkB inh	CXCR6 inh
COc1ccc2c(c1)[C@H]1[C@H](CO2)[C@H](c2ccccc2)[C@]2(C)C(=O)Nc3cc(Cl)ccc3C(=O)N12	-1.4	11.6	10.4	5.4	-18.9	8.4	-13.9	9.4
CC(/C=N\NC(=O)Cn1cncn1)=C/c1ccc(C(C)C)cc1	-3.1	2.9	-5.0	-28.4	1.0	6.3	2.6	-28.2
Cc1ccc2nc(-c3ccccc3)c(-c3ccccc3)nc2c1	3.6	-6.7	25.5	24.1	2.3	7.4	-11.2	6.1
COC(=O)[C@H](CC(C)C)NC(=O)Nc1cccc(Br)c1	-1.8	7.5	-9.1	13.2	1.2	-8.4	9.9	6.2
COc1cccc(N2CCN(C3CC(=O)N(c4ccc(Cl)cc4)C3=O)CC2)c1 (stereo unspecified)	6.8	-6.4	-11.1	-10.6	1.7	-13.4	7.0	-9.9
Cc1ccn2c(C(=O)CSc3ccccc3Cl)c(C)nc2c1	46.2	-8.8	3.8	1.7	-4.0	-2.0	-46.9	3.9
COc1ccc(N2C(=O)CCC(C(=O)N3CCCCC3)C2c2ccc(OC)c(OC)c2)cc1 (stereo unspecified)	4.2	-6.8	-2.4	5.8	-5.6	3.8	2.9	1.3
O=C(N=Nc1c(O)[nH]c2ccc([N+](=O)[O-])cc12)c1ccccc1[N+](=O)[O-]	11.4	-8.0	23.6	15.6	-19.1	12.1	-31.8	5.3
FC(F)(F)c1cccc(Oc2ccc3c(C(F)(F)F)cc(C(F)(F)F)nc3n2)c1	0.6	-10.7	10.8	0.9	-8.4	21.7	-13.2	1.2
CCN(CC)C(=O)C1CCCN(C(=S)Nc2cccc3ccccc23)C1 (stereo unspecified)	7.2	24.7	7.7	-51.5	-22.5	-7.6	-10.6	-13.6
C/C(=N\OCc1ccc(C#N)cc1)c1ccccc1	-75.8	-117.3	15.8	-3.6	-4.6	-5.0	-123.2	-11.2
COc1cccc(OC)c1C(=O)NN1CCCCC1	10.4	5.4	-2.4	-20.4	-13.2	5.7	0.3	1.0
C[C@H](NC(=O)c1ccc(C(C)(C)C)cc1)C(=O)N1CCC2(CC1)NCCc1[nH]cnc12	1.8	-14.4	13.3	20.0	-3.2	0.8	-5.0	7.3
COc1cc(OC)cc(-c2c(C#Cc3ccsc3)c3cc(-c4cc(OC)c(OC)c(OC)c4)ccc3n2C)c1	2.1	5.4	13.3	6.5	34.4	3.1	-5.4	-1.4
COc1ccc(N2CCN(c3oc(-c4ccco4)nc3C#N)CC2)cc1	-3.5	1.1	0.1	36.8	5.9	-5.1	12.9	-2.8
CCN(C(=O)CN1CCCCC1)C1(C)C(=O)c2ccccc2C1=O	-1.0	1.9	-11.5	14.0	-0.7	-8.1	13.7	3.1
COC(=O)CC1C(=O)NCCN1C(=O)CSc1nc2ccc([N+](=O)[O-])cc2s1 (stereo unspecified)	-3.1	0.5	3.5	-33.5	-22.7	-3.7	12.1	-6.7
C[C@H](NC(=O)[C@@H]1CSC2c3ccccc3C(=O)N21)C(=O)NC1CCCC1 (stereo partly specified)	4.4	9.3	14.0	9.3	1.9	1.9	7.8	8.3
O=C(NCC1CCCO1)c1nn2c(C(F)(F)F)cc(-c3cccs3)nc2c1Cl (stereo unspecified)	6.9	-11.5	14.5	-21.8	-8.1	11.7	-11.9	-2.6
COCCN1Cc2cccc(C(=O)Nc3ccc(-c4nc5ccccc5[nH]4)cc3)c2C1=O	6.0	-11.7	15.1	-29.7	-5.6	-3.5	-3.3	-1.9
